# TNAP inh no acc = blocks human TNAP activity with no phosphate acceptor present; P05186; purified TNAP, CDP-star luminescence, 30 min; inhibition, % at 20 µM; actives 0.26% (n = 200,000); AID 1012;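 active means tissue-nonspecific alkaline phosphatase inhibition above about 50% at 20 µM in the single-dose screen, limit read from the data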;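 further: 0% = DMSO negative control and 100% = EDTA positive control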
# Target sequence (P05186 whole entry, looked up): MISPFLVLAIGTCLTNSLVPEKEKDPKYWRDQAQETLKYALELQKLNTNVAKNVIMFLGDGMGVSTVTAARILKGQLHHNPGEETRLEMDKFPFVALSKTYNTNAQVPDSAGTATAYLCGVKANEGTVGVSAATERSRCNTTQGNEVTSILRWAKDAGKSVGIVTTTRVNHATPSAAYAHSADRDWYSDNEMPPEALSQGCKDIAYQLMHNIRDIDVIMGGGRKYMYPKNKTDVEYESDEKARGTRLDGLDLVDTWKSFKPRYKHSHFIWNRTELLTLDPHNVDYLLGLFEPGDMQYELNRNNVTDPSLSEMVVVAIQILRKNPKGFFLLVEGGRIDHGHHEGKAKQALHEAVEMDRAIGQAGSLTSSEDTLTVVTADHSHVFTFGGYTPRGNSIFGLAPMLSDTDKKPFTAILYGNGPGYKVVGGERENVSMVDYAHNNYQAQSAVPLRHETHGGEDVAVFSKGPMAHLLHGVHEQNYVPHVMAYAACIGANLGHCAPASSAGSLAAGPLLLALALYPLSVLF
# PMI act = activators of human phosphomannose isomerase; P34949; purified human PMI, coupled resazurin fluorescence, 20 min; stronger effect = higher value; 1 = vehicle control, 0 substrate-free wells; activation factor at 20 µM; actives 0.005% (n = 190,000); AID 1214;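 active means activation factor of 2 or more at 20 µM, relative to plate controls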
# Target sequence (P34949 whole entry, looked up): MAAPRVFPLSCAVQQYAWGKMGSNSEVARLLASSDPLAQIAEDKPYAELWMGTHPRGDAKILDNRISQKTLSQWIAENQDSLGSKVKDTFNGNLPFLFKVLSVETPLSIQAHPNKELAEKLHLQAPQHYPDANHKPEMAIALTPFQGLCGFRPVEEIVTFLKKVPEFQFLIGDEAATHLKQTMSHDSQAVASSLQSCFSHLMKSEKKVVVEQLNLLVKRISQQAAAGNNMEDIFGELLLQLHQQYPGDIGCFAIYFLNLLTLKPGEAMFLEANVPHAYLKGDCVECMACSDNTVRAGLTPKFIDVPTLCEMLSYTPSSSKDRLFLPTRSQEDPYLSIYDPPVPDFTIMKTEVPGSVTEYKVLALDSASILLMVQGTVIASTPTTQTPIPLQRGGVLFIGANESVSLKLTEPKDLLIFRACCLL
# S1P3 antagonist = S1P3 (human) receptor antagonism; actives 0.27% (n = 170,000); inhibition, % at 4.98 µM; CHO S1P3 NFAT-BLA reporter, FRET fluorescence, antagonist mode; AID 485;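 active means inhibition above the plate cutoff, the mean inhibition of test wells on that plate plus 3 SD, cut at about 28% in these data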;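 further: cells challenged with S1P at its EC80 of 0.8 µM; blue over green emission ratio from cleaved BLA substrate after 4 h stimulation; 0% = S1P-stimulated wells and 100% = unstimulated DMSO-only wells; some compounds past the cut are filed as inactive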
# PMI act hi M6P = PMI (human) activation, high substrate. P34949. activation factor at 20 µM. actives 0.34% (n = 190,000). coupled PMI enzyme assay, resazurin fluorescence, 20 min; stronger effect = higher value; 1 = untreated enzyme, 0 = substrate-free blank;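 active means activation factor of 2 or more at 20 µM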
#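 Test system: human phosphomannose isomerase with PGI, G6PDH, diaphorase coupling enzymes / Doses: 20 µM compound, 1% DMSO / Times: enzyme reaction with compound 20 min at room temperature / Measured by: Diaphorase-driven resazurin-to-resorufin fluorescence, excitation 544, emission 590 nm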
# Efa HMGR inh = inhibitors of class II HMG-CoA reductase from Enterococcus faecalis; AID 1066; purified E. faecalis HMGR, NADPH absorbance 340 nm kinetic; actives 0.41% (n = 190,000); inhibition, % at 10 µM;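 active means inhibition above a set limit, the median over all tested compounds plus 3 SD, cut at about 9.5% in these data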;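 further: enzyme runs in reverse so mevalonate oxidation gives rising NADPH absorbance; 0% = complete reaction with DMSO and 100% = background rate lacking mevalonate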
# Lmaj promast = Leishmania major promastigote growth inhibition | Leishmania major promastigotes, resazurin fluorescence viability | inhibition, % at 10 µM | actives 9% (n = 200,000) | AID 1063; in the data active means inhibition above about 50%;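 further: promastigotes grown with compound for 44 hours at 28 °C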
# DTT redox prof = compounds producing H2O2 with reducing agent – biochemical, NIH compound library profiling, artefact control for MLSCN library redox annotation, primary screen; actives 0.03% (n = 200,000); DTT-dependent redox cycling H2O2, phenol red/HRP absorbance; 100% = 100 µM peroxide control, 0% = buffer; AID 878; activation, % at 10 µM;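 active means activation of at least 50% relative to the plate's high and low controls in the primary single-dose screen; inactive means activation below 50%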;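 further: compound incubated with DTT at 0.8 mM final as the reducing agent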
# Hsp70 activator = switches on Hsp70 transcription; HeLa Hsp70 promoter luciferase reporter, luminescence; scaled: vehicle 0, proteasome-inhibitor control 100%; activation, % at 10 µM; AID 1203; actives 0.04% (n = 200,000);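 active means activation above the mean across all tested compounds plus 3 SD, cutoff set per campaign, cut at about 5.5% in these data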;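 further: 100% = MG132 at 30 µM as the positive control and 0% = DMSO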
# TNAP inh hiacc = blocks human TNAP under high phosphate acceptor concentration | actives 0.03% (n = 200,000) | purified TNAP, CDP-star luminescence, 1 M DEA | AID 1135 | P05186 | inhibition, % at 20 µM;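 active means over 50% inhibition of tissue-nonspecific alkaline phosphatase at 20 µM in the single-dose screen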;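 further: plate controls were DMSO wells for no effect and EDTA-quenched wells as full inhibition for full effect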
# RAM inhibit = blocks the yeast RAM network | S. cerevisiae dse1pr::URA3 reporter, 5-FOA growth OD615, 2 d; analog-sensitive cbk1-as2 kinase mutant strain | inhibition, % at 50 µM | actives 1.8% (n = 190,000);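 active means inhibition above a set limit, 3 SD over mean compound inhibition, cut at about 8.4% in these data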;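 further: 0% = DMSO-only wells with no growth and 100% = 10 µM 1-NA-PP1 full growth; inhibition rescues growth on 5-FOA so higher OD means more RAM inhibition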
# * hit, by the source's call; · = no result given. This is a random part of the collection. Share with any hit: about 12%.
SMILES	TNAP inh no acc	PMI act	S1P3 antagonist	PMI act hi M6P	Efa HMGR inh	Lmaj promast	DTT redox prof	Hsp70 activator	TNAP inh hiacc	RAM inhibit
CCCC1=NN(C(=O)CCc2ccccc2O)C(O)(C(F)(F)F)C1 (stereo unspecified)	-2.1	0.9	-4.1	1	-3.4	-5.0	0.2	-0.4	1.4	1.1
COc1cc(OC)cc(C(=O)N[C@H](C(=O)NCCc2c[nH]c3ccccc23)C(C)C)c1	-5.3	1	-16.9	1	1.9	4.1	0.1	-0.2	-3.2	-0.5
Cc1ccc(N2C(=O)CC(N3CCN(C4CCc5ccccc5C4)CC3)C2=O)cc1 (stereo unspecified)	1.9	1.1	-37.6	1	2.8	87.2*	1.2	0.1	-0.7	1.8
COC(=O)c1ccc(C(=O)OC)c(NC(=S)N2CCN(c3cccc(Cl)c3)CC2)c1	-16.4	0.8	-12.9	0.9	-0.1	73.6*	0.3	-0.1	-3.9	3.2
Cn1c(SCC(=O)Nc2ccccc2)nnc1-c1ccc(NC(=O)CCc2ccccc2)cc1	-9.5	0.9	·	1	0.3	1.4	2.8	-0.2	-1.7	7.0
Cc1ccc(C2CN(c3ccccc3)CC2C(=O)c2ccc(F)cc2)cc1 (stereo unspecified)	3.2	1	·	1	-7.5	-0.4	-3.0	-0.3	-1.0	7.3
COC(=O)c1nn(Cc2ccccc2)c(=O)c2ccccc12	-7.4	1.1	7.8	1	-2.4	1.2	-0.3	-0.4	-4.0	2.6
O=C(/C=C/c1cc([N+](=O)[O-])ccc1OC(F)F)Nc1cccc2ccccc12	-5.3	0.9	3.2	1	-9.0	22.2	0.6	-0.4	-1.4	1.2
O=C(CSCc1ccccc1)N1CCN(c2ccccc2)CC1	-6.2	1.1	7.1	1.1	-8.0	-5.0	-0.1	-0.2	1.6	1.1
CCn1c(SCc2nc3ccccc3[nH]2)nnc1-c1ccncc1	-9.0	1	-3.0	1	2.9	7.9	2.4	-0.3	-4.6	1.6
CCOCCCNC(=O)c1c[nH]c2cc(OC)ccc2c1=O	-0.9	1	-15.2	1	-4.3	-1.0	-0.3	-0.4	-3.0	1.2
O=C(CC1SC(=NCc2ccccc2)NC1=O)Nc1ccccc1 (stereo unspecified)	6.5	1	2.3	1	-5.4	9.9	0.5	0.0	0.7	0.7
COCC(=O)OCC(=O)N1N=C(c2ccc(Cl)cc2)CC1c1ccco1 (stereo unspecified)	0.0	1	4.1	1	-2.2	-0.5	-0.3	-0.1	-1.2	1.4
O=C1c2ccccc2C(=O)C12OC2c1ccc(Cl)cc1 (stereo unspecified)	3.3	0.8	-8.5	0.7	-5.0	1.4	-0.3	-0.3	0.5	1.4
CCOC(=O)/C(=N\Nc1cc(Cl)ccc1Cl)N1CCN(CC)CC1	2.4	0.9	5.4	0.9	-0.9	10.2	0.7	-0.2	-1.9	-2.0
O=C(N/N=C/c1ccco1)c1cccc(S(=O)(=O)Nc2ccccc2Cl)c1	-4.3	1.1	-8.3	1	-6.4	38.8	0.2	-0.4	-1.1	1.2
COc1ccc(OC)c(S(=O)(=O)N2CCC(C(=O)N3CCOCC3)CC2)c1	-5.4	0.9	-1.8	0.9	-5.1	-4.9	-0.6	-0.1	-1.5	1.0
CCn1c(-c2csc3c2CCCC3)n[nH]c1=S	7.2	0.9	-4.0	0.9	-0.9	-4.6	0.6	-0.3	-2.0	0.8
O=C(c1ccccc1)c1ccc(OCC(O)CN2CCN(Cc3ccccc3)CC2)cc1 (stereo unspecified)	-4.1	0.9	·	0.9	-7.0	95.9*	0.9	-0.3	0.9	1.6
COCCCNC(=O)Cn1nc(-c2ccc(C)cc2)ccc1=O	1.2	1.1	-8.0	1	-5.2	-7.2	1.6	-0.2	-0.7	1.3
CC(C)(C)c1ccc(OCC(=O)N2CCCCCC2)c(Br)c1	10.5	0.9	4.8	1	-2.2	27.4	0.5	0.3	4.2	-1.4
O=C(C1=C[C@@H](c2ccc(Br)cc2)C[C@@H](OCCCCO)O1)N1CCN(Cc2ccccc2)CC1	-2.2	1	-9.2	0.9	-0.5	19.0	0.2	-0.2	-0.2	1.6
O=C(NCc1ccc2c(c1)OCO2)c1cccnc1	-7.3	1.1	-41.5	1	3.8	-8.1	0.1	0.5	-2.6	4.0
Cn1c(SCC(=O)Nc2cccc(F)c2)nc2c([nH]c3ccccc32)c1=O	-8.3	1	-11.8	1.1	-3.6	-0.2	-0.3	0.2	-4.4	5.8
C/C(=C\c1ccccc1)CN1CCN(c2ccccc2)CC1	-10.4	1.1	·	1.1	3.7	6.4	2.4	-0.4	-2.2	0.3
O=C(COC(=O)C12CC3CC(CC(C3)C1)C2)Nc1nc2c(F)c(F)c(F)cc2s1	-10.0	0.9	-4.8	0.8	0.7	-3.5	0.1	-0.1	-5.3	3.0
COc1ccc([N+](=O)[O-])cc1NC(=O)CC1SC(=Nc2cccc(C)c2C)N(/N=C/c2cccc(OC)c2OC)C1=O (stereo unspecified)	-6.9	0.8	-2.0	0.9	-2.3	21.9	0.6	-0.2	-7.8	10.4*
COCCN=C1Sc2nc3c(C)cccc3cc2CN1Cc1ccco1	0.3	0.5	·	0.7	-0.5	20.3	2.0	-0.3	2.0	1.2
C=CCn1c(NCCO)nc2sc3c(c2c1=O)CCC3	-14.2	0.9	0.7	0.9	1.9	-4.7	-1.1	0.1	-2.8	0.3
CCN1/C(=C2\C(=O)N(C)C(=S)N2C)C=Cc2cc(C)ccc21	38.3	0.8	-7.1	1	-2.0	-1.7	0.8	-0.4	40.5	1.5

# At a glance, 2 of the compounds above:
SMILES	TNAP inh no acc	PMI act	S1P3 antagonist	PMI act hi M6P	Efa HMGR inh	Lmaj promast	DTT redox prof	Hsp70 activator	TNAP inh hiacc	RAM inhibit
C=CCn1c(NCCO)nc2sc3c(c2c1=O)CCC3	-14.2	0.9	0.7	0.9	1.9	-4.7	-1.1	0.1	-2.8	0.3
CCN1/C(=C2\C(=O)N(C)C(=S)N2C)C=Cc2cc(C)ccc21	38.3	0.8	-7.1	1	-2.0	-1.7	0.8	-0.4	40.5	1.5

# Additional entries follow:
SMILES	TNAP inh no acc	PMI act	S1P3 antagonist	PMI act hi M6P	Efa HMGR inh	Lmaj promast	DTT redox prof	Hsp70 activator	TNAP inh hiacc	RAM inhibit
CC(C)C(=O)N1CCN(c2ccc(NC(=O)c3ccc([N+](=O)[O-])o3)cc2Cl)CC1	-7.5	1	1.6	0.9	-0.3	100.7*	-0.3	73.7*	-1.2	1.4
COc1ccc2c(c1)c(=O)c(C(=O)c1ccccc1)cn2Cc1ccc(C)cc1	-5.7	0.9	-0.9	0.9	13.5*	51.7*	0.4	0.9	1.2	-0.8
COC(CNC(=O)c1ccc2c(c1)ncn2-c1ccc(F)c(F)c1)OC	-10.9	1.1	-1.2	1.1	-1.4	-1.8	0.4	0.3	-2.6	4.0
COCc1cc(C)nc2sc(C(=O)NCCO)c(-n3cccc3)c12	-7.1	1.2	6.2	1.1	-6.2	6.0	-0.1	-0.1	0.9	0.2
CC(C)n1nnnc1SCC(=O)NCc1ccc2c(c1)OCO2	-13.8	1.1	·	1	1.9	-9.9	-4.1	0.0	-6.7	3.8
CC(=O)Nc1ccc(S(=O)(=O)N(CCCN2CCOCC2)Cc2cccs2)cc1	-8.9	1	-25.0	1	-3.5	12.9	0.1	-0.3	-4.1	1.5
CC(C)CCn1nnnc1C(c1ccc(F)cc1)N1CCN(C(=O)c2ccco2)CC1 (stereo unspecified)	-10.8	1	14.1	1	-0.4	55.0*	0.1	-0.5	-3.3	2.1
CCCCc1nc2ccccc2c(NC(=O)CN2CCN(C)CC2)c1CCC	-10.1	0.9	6.3	1	2.9	32.8	0.8	-0.2	-3.0	0.4
Cc1cc(C)c2c3c(sc2n1)C1(CCSCC1)C(C#N)=C(N)O3	-9.7	1	1.4	0.9	0.0	100.3*	1.9	-0.3	-3.2	6.2
Cc1ccc(Cl)cc1NC1=C/C(=N\S(=O)(=O)c2cccs2)c2ccccc2C1=O	15.9	0.7	·	0.8	0.2	100.4*	0.4	0.3	16.2	6.3
Cc1noc(C)c1COc1cccc(C(=O)Nc2ccc(C#N)cc2)c1	-6.6	1	20.8	1	-11.4	82.8*	1.9	-0.3	-2.0	1.2
COc1ccc(Cl)cc1NC(=O)CN1CCC(n2nnc3cc(F)ccc32)CC1	-54.6	1.1	11.0	1	-5.0	0.7	-6.5	-0.4	-9.3	2.0
CCOCCNC(=O)c1ccc2c3c(cccc13)CC2	-8.5	1	·	1.1	0.2	-3.8	0.1	-0.2	-3.2	-0.9
N#CC1=C(N)C(C#N)(C#N)[C@H](c2c(F)cccc2F)[C@H]2CC3(CC=C12)OCCO3	11.2	1.2	-0.1	0.5	-4.8	20.0	2.2	0.1	-4.5	1.7
CCn1c(SCC(=O)Nc2cc(C)on2)nnc1-c1ccc(S(=O)(=O)N2CCN(C)CC2)cc1	-2.2	1	·	1	-0.5	-5.5	0.1	-0.2	-2.4	0.7
COc1ccc(-c2noc(-c3cccnc3)n2)cc1OC	-13.8	1	-12.0	1.1	-2.2	-1.7	-0.6	-0.2	-8.9	2.6
CC(C)CCC(C)N=Cc1c(O)n(Cc2ccccc2)c(=O)c2ccccc12 (stereo unspecified)	2.9	1	·	0.9	-0.2	61.7*	-15.3	-0.3	-1.7	17.0*
COc1c(Cl)cc(Cl)cc1C(=O)Nc1ccc(CN2CCCCC2)cc1	-5.4	1	-17.1	1	-1.7	100.2*	-0.6	-0.1	-4.0	0.6
COc1ccc(C(=O)COC(=O)CSCc2c(C)noc2C)cc1OC	-6.8	1	-4.8	1	1.0	1.2	-4.1	0.0	-5.1	-0.6
COc1ccc(-c2nnc(SCc3c(C)noc3C)o2)cc1	-5.4	1	2.2	1	7.9	-9.2	-0.2	-0.2	-0.8	-0.5
O=Cc1cnc(N2CCCCC2)s1	-13.6	1	-11.4	1	3.5	-1.0	0.2	0.0	-9.1	0.2
CCOC(=O)CCCCC(=O)NC(CO)C(=O)NC (stereo unspecified)	-10.4	0.9	·	0.9	-0.4	-6.2	0.6	0.2	-3.3	-0.4
O=C(CCS(=O)(=O)c1ccccc1)Nc1nc2c(s1)CCCC2	-6.7	1	0.1	0.9	1.5	8.3	-1.1	0.0	-3.2	0.6
O=C(CSc1nc2ncccc2[nH]1)c1ccc(F)cc1	53.5*	1.1	-1.8	1.1	-4.4	2.9	1.1	-0.4	-2.4	-0.3
O=C(Cn1cnc2c(nnn2Cc2ccc(F)cc2)c1=O)NCC1CCCO1 (stereo unspecified)	-5.5	1	4.0	1.1	-5.1	-6.2	0.2	-0.4	3.6	-1.4
Cc1nonc1N1CCN(Cc2cn[nH]c2-c2ccc3c(c2)OCO3)CC1	14.6	1	-5.3	1	-2.3	5.2	-1.4	-0.2	-3.7	-0.2

# High-throughput results (PubChem BioAssay)
